# Compound activity as filed in PubChem.
# NR3A LBD binder – modulators (binders) of human NR3A ligand-binding domain | hit rate 2.5% among 340,000 | NR3A LBD differential scanning fluorimetry, Tm shift; 0% = protein alone, 100% = glycine-bound protein | Tm shift relative to glycine control, % at 25 µM;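 active = melting temperature shift of at least 10% of the positive control shift, at one fixed dose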
# A3G deaminase – blocks human APOBEC3G single-stranded DNA deamination; Q9HC16; recombinant A3G, ssDNA deamination FAM/TAMRA fluorescence; inhibition, % at 20 µM; hit rate 0.28% among 330,000;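 active = inhibition of at least 40% at 20 µM, with no more than 30% in the related APOBEC3A deaminase screen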;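 also: plate controls were DMSO wells with A3G for no effect and wells lacking A3G enzyme for full effect; some compounds called inactive have numbers as strong as hits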
# Target sequence (Q9HC16 whole entry, looked up): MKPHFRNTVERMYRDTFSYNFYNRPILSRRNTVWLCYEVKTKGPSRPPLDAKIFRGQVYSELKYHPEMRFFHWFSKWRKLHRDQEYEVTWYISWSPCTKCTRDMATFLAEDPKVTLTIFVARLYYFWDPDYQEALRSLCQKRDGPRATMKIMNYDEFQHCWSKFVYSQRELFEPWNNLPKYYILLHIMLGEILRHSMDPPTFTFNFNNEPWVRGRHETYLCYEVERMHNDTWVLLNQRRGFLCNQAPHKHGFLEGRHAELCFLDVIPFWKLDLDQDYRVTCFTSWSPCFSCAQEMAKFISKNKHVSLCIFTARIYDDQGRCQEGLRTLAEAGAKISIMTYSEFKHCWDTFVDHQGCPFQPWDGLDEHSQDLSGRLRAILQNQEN
# MPTP block – inhibitors of mitochondrial permeability transition pore; inhibition, % at 10 µM; isolated mouse mitochondria, Ca2+ swelling absorbance, 30 min; hit rate 1.4% among 360,000;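 active = inhibition of 50% or more, scaled per plate between neutral and stimulator controls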;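 also: 0% = DMSO wells given calcium and 100% = 1 mM EGTA wells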
# CXCR6 inh – CXCR6 (human) receptor inhibition. CHO-K1 PathHunter CXCR6 beta-arrestin, luminescence. hit rate 0.36% among 360,000. AID 602244. inhibition, % at 20 µM. O00574; in the data active = inhibition above about 34%, passing the limit was not always enough;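 also: antagonist mode with CXCL16 agonist at 10 nM final; 0% = 10 nM CXCL16 with DMSO and 100% = unstimulated wells without agonist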
# Target sequence (O00574 whole entry, looked up): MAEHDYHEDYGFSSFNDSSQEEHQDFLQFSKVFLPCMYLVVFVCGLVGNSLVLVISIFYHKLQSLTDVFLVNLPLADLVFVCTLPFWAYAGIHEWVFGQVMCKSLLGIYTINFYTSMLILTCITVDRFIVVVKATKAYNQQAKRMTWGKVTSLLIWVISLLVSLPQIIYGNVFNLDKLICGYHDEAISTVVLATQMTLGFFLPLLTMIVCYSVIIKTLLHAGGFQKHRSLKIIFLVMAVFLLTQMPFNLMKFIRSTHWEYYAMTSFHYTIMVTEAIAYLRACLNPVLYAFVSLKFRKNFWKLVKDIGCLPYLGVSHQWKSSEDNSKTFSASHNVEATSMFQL
# EBI2 block – blocks human EBI2 receptor beta-arrestin signaling | P32249 | EBI2 beta-arrestin recruitment, luminescence, 7a,25-OHC stimulated | inhibition, % at 5 µM | hit rate 0.81% among 360,000; in the data active = inhibition above about 38%;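 also: enzyme fragment complementation signal reports receptor beta-arrestin coupling in cells; 0% = agonist plus DMSO wells and 100% = wells without agonist; some results beyond the cut were filed as inactive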
# Gli-Sufu block – antagonists of Gli-Sufu signaling. Sufu-KO-LIGHT fibroblasts, Gli luciferase reporter luminescence. inhibition, % at 5 µM. hit rate 0.74% among 340,000. AID 588413;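 active = inhibition above about 55%, limit read from the data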;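 also: 0% = DMSO-treated cells and 100% = wells with medium but no cells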
# CCR6 antagonist – antagonists of human CCR6 receptor; P51684; CHO-K1 CCR6 PathHunter beta-arrestin, luminescence, CCL20-stimulated; inhibition, % at 20 µM; hit rate 0.49% among 340,000;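 active = compounds whose inhibition of the agonist-driven luminescence signal at 20 µM reaches about 50%, limit read from the data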;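 also: cells stimulated with CCL20 at 14 nM final; plate controls were DMSO with CCL20 for no effect and DMSO without agonist for full effect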
# Target sequence (P51684 whole entry, looked up): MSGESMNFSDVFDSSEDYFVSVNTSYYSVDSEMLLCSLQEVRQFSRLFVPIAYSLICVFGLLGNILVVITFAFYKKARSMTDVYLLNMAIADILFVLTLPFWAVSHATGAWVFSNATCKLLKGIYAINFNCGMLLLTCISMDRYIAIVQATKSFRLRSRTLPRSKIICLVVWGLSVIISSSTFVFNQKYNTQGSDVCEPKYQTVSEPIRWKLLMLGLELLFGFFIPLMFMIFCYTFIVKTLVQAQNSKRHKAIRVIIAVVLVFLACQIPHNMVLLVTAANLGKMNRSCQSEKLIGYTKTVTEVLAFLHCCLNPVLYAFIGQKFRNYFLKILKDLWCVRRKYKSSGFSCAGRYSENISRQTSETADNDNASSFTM
# A3A deaminase – human APOBEC3A DNA deaminase inhibition. P31941. recombinant A3A, FAM/TAMRA ssDNA deamination fluorescence. inhibition, % at 20 µM. hit rate 0.41% among 330,000. AID 493011;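 active = at least 40% inhibition at 20 µM here, with at most 30% in a related deaminase screen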;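 also: plate controls were A3A with DMSO for no effect and wells lacking A3A enzyme for full effect; some results filed as inactive read as strong as hits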
# * marks the source's active call; other numbers are inactive results; · = no result given. Hits appear at their usual frequency; 5.8% or so of the library scored in one or more.
SMILES,NR3A LBD binder,A3G deaminase,MPTP block,CXCR6 inh,EBI2 block,Gli-Sufu block,CCR6 antagonist,A3A deaminase
O=C(COC(=O)c1cc(S(=O)(=O)N2CCOCC2)ccc1Cl)NCc1ccco1,1.6,-2.5,-1.2,-1.6,-3.4,1.1,-16.7,-0.5
Cc1noc(C)c1S(=O)(=O)N1CCC(Cc2ccccc2)CC1,1.9,0.8,0.8,3.2,1.7,-3.2,13.8,2.4
Cc1ccc(C(=O)NCCN2CCN(C(=O)c3ccc(C)c(C)c3)CC2)cc1C,-0.5,2.2,2.9,3.2,13.3,-9.1,1.6,-3.6
Cc1ccc(-c2nnn(CC(=O)N(Cc3ccccc3)C(C(=O)NC3CCCC3)c3ccncc3)n2)o1 (centres undefined),-1.5,-8.2,16.0,-0.5,1.1,-11.7,-9.3,10.4
COC(=O)[C@H]1C[C@H]2[C@@H]3CC[C@H]4C[C@@H](OC)CC[C@]4(C)[C@H]3CC[C@]2(C)[C@@]2(CCCO2)O1,-0.7,5.3,2.3,-12.0,-14.8,-9.1,0.9,-0.1
CCOc1ccc(NC(=S)NCCCN2CCOCC2)cc1,-0.7,-3.3,-1.2,-0.5,-5.1,4.5,0.8,-3.5
O=C(CNC(=O)c1ccccc1F)OCc1nc2ccccc2s1,0.7,-6.2,-0.4,-8.7,-6.5,-7.0,-1.0,-3.8
O=C(CCn1c(=O)oc2ccc(Cl)cc21)NCCCN1CCOCC1,2.7,0.3,0.8,0.7,1.2,39.7,6.3,0.5
CCOc1cc(C2NC(=O)NC(O)(C(F)(F)F)C2C(=O)c2ccccc2)ccc1OC (centres undefined),-2.1,-6.6,-1.7,4.7,-10.3,0.3,5.7,-3.9
O=C(NCc1ccco1)/C(=C/c1ccc(Br)cc1)NC(=O)c1ccco1,-3.4,-2.3,-2.6,1.1,-3.6,28.6,-45.9,1.5
CCOC(=O)c1ccc(N2C(=O)CC(N3CCC(C(=O)OCC)CC3)C2=O)cc1 (centres undefined),-0.6,-8.4,3.7,-7.7,-15.2,6.1,3.9,-13.0
COc1ccc(OCC(O)CN2CCN(c3ccc(Cl)cc3)CC2)cc1 (centres undefined),-2.0,-1.0,3.0,-4.2,46.7*,8.1,-6.2,-2.6
CC(=O)Nc1c2c(nn1-c1ccccc1)CSC2,-0.8,-4.4,-0.3,-7.8,0.3,4.3,12.6,-4.6
CC/C(=N\NC(=O)CNC(=O)/C=C/c1ccc(OC)cc1)c1ccccc1,1.4,-6.9,-2.5,7.5,4.4,-3.0,8.2,2.1
c1ccc(-c2noc(-c3cccc4ccccc34)n2)cc1,-3.3,-6.0,-8.7,-2.5,21.2,-6.0,8.2,-3.9
Cc1ccc(CNC(=O)CC(NC(=O)c2ccccc2)c2ccccc2)cc1 (centres undefined),1.6,-4.2,0.0,-6.7,1.9,1.3,1.0,3.5
O=C(NCC1COCCO1)c1ccc(OC2CCN(CCc3ccccc3)CC2)cc1 (centres undefined),1.5,-2.7,0.4,-2.1,-9.4,-5.6,1.6,-1.3
O=C(c1ccccc1/S(=N/S(=O)(=O)c1ccccc1)N1CCOCC1)N1CCOCC1 (centres undefined),-0.2,0.6,-0.5,2.0,4.3,9.2,0.5,-1.3
COc1ccc(C(=S)N2CCN(c3cccc(Cl)c3)CC2)c(OC)c1,-3.2,-1.5,-1.9,2.6,1.9,9.3,17.9,1.9
CCC1CO/C(=C(\C(Cl)=C(Cl)Cl)[N+](=O)[O-])N1 (centres undefined),-0.3,-3.7,-0.9,0.8,-1.1,1.2,14.0,-0.1
Cc1nc2cc(NC(=O)COc3ccccc3C#N)ccc2n1-c1ccccc1,0.1,-0.6,-1.0,5.3,5.4,4.8,-14.9,10.0
COCCNC(=O)CCCn1c(=O)c2cc(OC)c(OC)cc2n(CC(=O)c2cccc(OC)c2)c1=O,2.2,-4.1,1.4,3.6,9.5,7.7,0.3,3.5
Cc1ccc(C(=O)C2C(=O)c3ccccc3C2=O)cc1,-1.1,1.2,0.7,11.6,-0.8,-0.5,-1.8,3.2
Oc1c(N=NC(=S)Nc2ccccc2F)c2ccccc2n1Cc1ccccc1Cl,-19.9,5.1,-2.3,3.7,2.1,10.1,17.7,0.6
CCOc1cc(C)c(S(=O)(=O)N2CCCC2)cc1C,-0.8,-5.5,-0.9,-4.6,9.1,4.8,-5.2,-1.0
O=C(NCC(=O)N(Cc1cccs1)C(C(=O)NC1CCCC1)c1ccncc1)c1ccco1 (centres undefined),1.0,-4.3,0.2,2.8,4.6,2.6,0.5,-3.4
O=C(NCCCc1nc2ccccc2[nH]1)c1ccc(F)cc1,0.1,-5.3,-3.0,-1.6,9.4,-4.2,0.8,-7.7
COCCn1cc(C(=S)N2CCCCC2)c2ccccc21,-3.4,-5.9,-0.2,5.7,-11.1,-3.3,1.8,-2.9
COC(=O)c1ccc(Cn2nc(C)c(Br)c2C)cc1,-0.9,-2.7,18.8,-1.0,11.0,5.2,-15.7,0.4
COc1ccc(C(=O)NCCCOC(C)C)cc1OC1CCN(C(C)=O)CC1,1.1,23.4,-0.4,1.5,-9.5,8.5,6.7,-8.6
O=C(COC(=O)C12CC3CC(CC(O)(C3)C1)C2)Nc1ccc(OC(F)F)cc1,8.3,-7.3,-3.2,5.2,-12.9,-13.8,4.5,-0.1
CC1CCCC(NC(=O)c2ccc(F)c(S(=O)(=O)N3CCOCC3)c2)C1C (centres undefined),-0.4,-3.5,0.6,-0.5,1.3,-7.5,11.0,7.2
CCCCC(NC(=O)c1cccc(Br)c1)C(=O)O (centres undefined),0.3,-7.4,-0.1,-0.5,-5.3,-0.2,-0.7,-4.6
CCOC(=O)C1CCCN(C(=O)c2cccs2)C1 (centres undefined),2.1,-4.0,-0.6,-7.4,-2.2,3.8,0.7,-0.8
Cc1cc(C(=O)OCC(=O)Nc2ccccc2F)c(C)o1,1.7,-2.3,-1.6,2.1,5.0,4.7,0.3,1.7
OCCN1c2ccccc2CCc2ccccc21,1.0,0.9,2.6,-6.6,2.5,1.5,6.3,3.2

# Grouped by structure: the entries above with a Cl atom (6)
SMILES,NR3A LBD binder,A3G deaminase,MPTP block,CXCR6 inh,EBI2 block,Gli-Sufu block,CCR6 antagonist,A3A deaminase
O=C(COC(=O)c1cc(S(=O)(=O)N2CCOCC2)ccc1Cl)NCc1ccco1,1.6,-2.5,-1.2,-1.6,-3.4,1.1,-16.7,-0.5
O=C(CCn1c(=O)oc2ccc(Cl)cc21)NCCCN1CCOCC1,2.7,0.3,0.8,0.7,1.2,39.7,6.3,0.5
COc1ccc(OCC(O)CN2CCN(c3ccc(Cl)cc3)CC2)cc1 (centres undefined),-2.0,-1.0,3.0,-4.2,46.7*,8.1,-6.2,-2.6
COc1ccc(C(=S)N2CCN(c3cccc(Cl)c3)CC2)c(OC)c1,-3.2,-1.5,-1.9,2.6,1.9,9.3,17.9,1.9
CCC1CO/C(=C(\C(Cl)=C(Cl)Cl)[N+](=O)[O-])N1 (centres undefined),-0.3,-3.7,-0.9,0.8,-1.1,1.2,14.0,-0.1
Oc1c(N=NC(=S)Nc2ccccc2F)c2ccccc2n1Cc1ccccc1Cl,-19.9,5.1,-2.3,3.7,2.1,10.1,17.7,0.6

# (listing goes on)
SMILES,NR3A LBD binder,A3G deaminase,MPTP block,CXCR6 inh,EBI2 block,Gli-Sufu block,CCR6 antagonist,A3A deaminase
C[C@H](NC(=O)c1nc[nH]c1C(=O)N[C@@H](C)C(=O)OCc1ccccc1)C(=O)OCc1ccccc1,-24.1,-13.9,-0.1,7.6,7.3,0.4,0.3,0.2
O=C(N/N=C/c1ccco1)c1ccc(NC(=O)c2ccc(Cl)cc2)cc1,-2.4,4.9,0.4,2.0,5.4,16.9,-1.7,6.5
CN(C)C=Nc1nonc1-c1ncn[nH]1,0.0,-0.8,-0.1,-0.5,-0.8,-9.1,-16.9,4.4
CCCn1c(SCC(=O)c2cc(OC)ccc2OC)nc2c1c(=O)n(C)c(=O)n2C,2.0,·,0.7,-15.8,-4.4,12.8,-8.5,·
O=C(NCc1nnc(SCc2ccc(F)cc2)n1-c1ccc(F)cc1)C12CC3CC(CC(C3)C1)C2,-1.7,-1.1,3.3,8.0,7.8,13.1,5.9,1.6
O=C(NCCN1CCc2ccccc2C1)C1CCN(S(=O)(=O)N2CCCCC2)CC1,0.4,-1.1,1.6,-6.1,5.4,-1.2,3.2,0.8
O=C(Cc1ccc(F)cc1)OCN1C(=O)c2ccccc2C1=O,5.7,-11.3,-2.0,-4.0,-10.9,0.0,4.0,-1.3
COc1ccc(OCC(=O)Nc2ccc3c(c2)n(C)c(=O)n3C)cc1,-2.5,1.4,-0.7,-8.8,-1.7,18.8,-2.7,-4.0
Cc1ccc(S(=O)(=O)c2nnn3c2nc(N2CCN(c4ccccn4)CC2)c2ccccc23)cc1,5.0,2.4,-0.6,10.7,24.6,27.1,0.0,1.4
CC1(C)Cc2c(C#N)c(OCC(=O)c3ccc(Cl)cc3)nc(-c3ccco3)c2CO1,0.0,-6.8,-3.9,5.6,15.4,11.0,5.9,-4.3
COc1ccccc1NS(=O)(=O)c1ccc2c(c1)OCCO2,-0.1,-1.5,0.9,-2.3,-9.3,-10.2,7.5,5.3
CC1CN(C(=O)CN2C(=O)NC3(CCCCCC3)C2=O)CC(C)O1 (centres undefined),-1.9,-6.6,1.0,3.2,-3.7,3.3,-7.3,-0.8
CN1\C(=C/C=C/C=C/C=[N+](C)C)C(C)(C)c2ccccc21,-364.2,·,112.5*,36.8,-0.7,46.2,28.0,·
O=C(/C=C/c1ccco1)Nc1cccc2cccnc12,-1.8,-7.7,0.4,-23.3,4.9,-0.2,7.7,2.2
NS(=O)(=O)c1ccc(NC(=O)Nc2ccc(S(N)(=O)=O)cc2)cc1,0.5,-0.5,-0.4,-13.4,-5.2,-3.6,-6.0,-1.1
CCOC(=O)c1ccc(S(=O)(=O)NNC(=O)COc2ccc(C)cc2)cc1,-2.9,0.2,0.5,4.9,-8.4,-2.4,-2.9,-1.6
Cc1ccc(C(=O)Nc2ccc(N3CCN(C(=O)c4cccs4)CC3)cc2)c(Cl)c1,1.3,1.9,-1.5,1.6,12.8,-1.2,8.2,3.3
O=C(NN=C1CCCCCC1)c1c[nH]c2ccccc12,19.6*,0.9,-17.6,0.5,-13.1,-4.8,-5.2,-0.4
Cc1ccc(CN2CCN(Cc3cnc(C)s3)CC2CCO)o1 (centres undefined),1.9,-5.0,1.8,-26.8,-1.1,7.3,1.4,1.8
O=[N+]([O-])c1ccc(/C=N/Nc2nc3ccccc3o2)cc1,8.6,3.0,-0.4,-7.7,8.5,-21.8,6.8,4.2
CN1CCN(c2ccc(C(CC(N)=O)NC(=O)Cc3cccc4ccccc34)cc2[N+](=O)[O-])CC1 (centres undefined),-1.0,-7.0,-2.8,-3.2,-2.0,-12.2,2.4,-1.9
CC(C)n1cc(CNC(=O)C2CCC(=O)N(Cc3ccccc3F)C2)cn1 (centres undefined),-1.2,-5.5,-1.4,-3.3,-15.0,-8.2,11.4,-2.9
N#CC1(NC(=O)CSc2nc3ccccc3o2)CCCCC1,-1.0,1.2,-0.7,-2.5,7.0,-14.4,6.5,0.5
CS(=O)(=O)c1nc2c(cc1C#N)CCCC2,-0.4,-3.7,1.0,-1.0,-9.2,0.9,1.1,-2.1
C/C(=N\Nc1nc(C)cc(C)n1)c1ccc(N2CCOCC2)cc1,-0.6,-1.5,-1.6,-7.2,-5.7,15.7,-2.9,-1.3
CN1CCN(CCCNC(=O)c2nnc(Cc3c(F)cccc3Cl)o2)CC1,-2.8,-3.6,-1.3,-6.2,-2.8,-1.6,-10.2,0.8
COc1cc(OC)c(C2C(C(=O)O)c3ccccc3C(=O)N2C)cc1OC (centres undefined),0.2,-1.9,-2.5,6.0,-3.1,3.0,-1.9,-2.2
O=C(NCCc1ccc(Cl)cc1)c1cccs1,-0.9,-7.7,1.0,4.5,4.8,-16.8,4.2,-2.7
O=C(NC(C(=O)N/N=C/c1ccncc1)c1n[nH]c(=O)c2ccccc12)c1ccccc1 (centres undefined),0.9,-4.9,-2.1,0.8,-12.4,6.0,-6.4,-0.9
